TLR9-MyD88 block = TLR9-MyD88 interaction inhibition; AID 504734; 340,000 tested, 0.21% active; Q9NR96+Q99836; inhibition, % at 4.98 µM; CHO BLA complementation TLR9-MyD88, CCF4 FRET ratio;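 active = inhibition above the mean over all tested compounds plus 3 SD, cut at about 21% in these data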;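 also: 0% = DMSO only wells and 100% = clavulanate BLA inhibitor control wells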
NR5A2 inv ag = suppresses constitutive activity of human LRH-1 | O00482 | HEK293T StAR-luciferase reporter, LRH-1 transfected, 24 h | inhibition, % at 3.6 µM | 360,000 tested, 0.13% active | AID 602396;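 active = inhibition above the mean inhibition of all tested compounds plus 3 SD, cut at about 73% in these data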;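 also: 0% = DMSO wells and 100% = reporter-only cells lacking LRH-1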
NOD2-RIPK2 inh = inhibitors of human NOD2-RIPK2 interaction | O43353 | AID 624267 | inhibition, % at 4.98 µM | CHO BLA complementation NOD2-RIPK2, CCF4 ratio | 360,000 tested, 0.38% active; in the data active = inhibition above about 21%;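 also: 0% = vehicle only and 100% = reference blocker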
MC4R antagonist = antagonists of human melanocortin 4 receptor (MC4R); P32245; MC4R-expressing cells, MTII-stimulated cAMP, LANCE TR-FRET; inhibition, % at 6.5 µM; 360,000 tested, 0.48% active; AID 540295;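 active = inhibition above its plate's cutoff, the mean of tested wells on that plate plus 3 SD, cut at about 29% in these data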;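 also: 0% = Melanotan II alone and 100% = Melanotan II plus saturating MCL0020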
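Material: human MC4R-expressing U2OS cells. Probe or stimulus: Melanotan II challenge. Dosing: 6.5 µM single dose. Times: 30-min compound, 1-h challenge, 1-h detection, room temperature. Technique: TR-FRET with Eu-cAMP and labeled anti-cAMP, 671 nm. Replication: singlicate.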
SRC2 inh = inhibits human steroid receptor coactivator 2. inhibition, % at 9 µM. HEK293 GAL4-SRC2 luciferase reporter, luminescence. 370,000 tested, 0.17% active. AID 651957. Q15596;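 active = inhibition above the mean inhibition of all tested compounds plus 3 SD, set per campaign, cut at about 52% in these data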;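 also: 0% = DMSO treated cells and 100% = cells given Gossypol at 36 µM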
Target sequence (Q15596 whole entry, looked up, the tested form may be a part): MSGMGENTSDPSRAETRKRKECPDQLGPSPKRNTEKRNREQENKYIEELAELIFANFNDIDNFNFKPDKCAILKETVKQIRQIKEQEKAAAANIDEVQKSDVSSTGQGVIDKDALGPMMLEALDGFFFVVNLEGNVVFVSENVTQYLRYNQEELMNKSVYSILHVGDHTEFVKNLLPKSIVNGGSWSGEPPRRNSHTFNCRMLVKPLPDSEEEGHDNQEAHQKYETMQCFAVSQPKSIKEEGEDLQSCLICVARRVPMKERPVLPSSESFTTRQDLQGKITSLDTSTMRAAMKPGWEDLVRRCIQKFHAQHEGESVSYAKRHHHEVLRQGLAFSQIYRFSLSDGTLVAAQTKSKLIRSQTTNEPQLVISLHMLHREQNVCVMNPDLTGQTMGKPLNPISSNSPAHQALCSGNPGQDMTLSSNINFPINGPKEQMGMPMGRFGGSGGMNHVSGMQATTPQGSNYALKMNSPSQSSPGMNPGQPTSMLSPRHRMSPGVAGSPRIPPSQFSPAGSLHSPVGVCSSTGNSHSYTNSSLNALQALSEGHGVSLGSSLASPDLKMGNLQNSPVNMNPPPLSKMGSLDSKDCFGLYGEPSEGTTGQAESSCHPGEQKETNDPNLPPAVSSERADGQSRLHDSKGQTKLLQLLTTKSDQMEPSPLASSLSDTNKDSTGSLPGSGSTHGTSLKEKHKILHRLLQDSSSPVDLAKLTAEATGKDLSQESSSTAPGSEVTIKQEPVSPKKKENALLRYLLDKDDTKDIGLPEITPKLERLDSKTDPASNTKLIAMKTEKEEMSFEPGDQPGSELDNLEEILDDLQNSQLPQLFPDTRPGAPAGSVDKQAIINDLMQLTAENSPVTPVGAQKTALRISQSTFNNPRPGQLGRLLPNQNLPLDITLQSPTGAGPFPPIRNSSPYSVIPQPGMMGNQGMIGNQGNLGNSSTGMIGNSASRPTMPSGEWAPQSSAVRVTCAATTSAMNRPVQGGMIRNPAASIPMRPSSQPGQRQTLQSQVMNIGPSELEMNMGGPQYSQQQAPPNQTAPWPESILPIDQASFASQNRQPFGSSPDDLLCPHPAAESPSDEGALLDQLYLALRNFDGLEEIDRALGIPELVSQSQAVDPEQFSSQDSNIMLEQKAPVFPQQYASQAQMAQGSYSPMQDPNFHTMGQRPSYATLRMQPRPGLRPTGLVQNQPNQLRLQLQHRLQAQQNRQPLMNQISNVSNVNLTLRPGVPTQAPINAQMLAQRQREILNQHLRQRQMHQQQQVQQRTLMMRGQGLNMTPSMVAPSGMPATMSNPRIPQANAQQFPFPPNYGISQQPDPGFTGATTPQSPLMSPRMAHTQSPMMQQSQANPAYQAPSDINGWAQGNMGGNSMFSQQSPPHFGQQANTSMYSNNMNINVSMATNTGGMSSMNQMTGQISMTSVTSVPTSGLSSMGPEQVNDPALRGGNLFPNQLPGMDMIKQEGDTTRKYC
ABHD5 PLIN5 PPI = ABHD5-PLIN5 protein interaction inhibition; inhibition, % at 4 µM; Split G. princeps luciferase complementation, luminescence, 4 h; 360,000 tested, 0.78% active; Q00G26+Q8WTS1;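 active = inhibition above the mean inhibition across every tested compound plus 3 SD, cut at about 22% in these data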;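 also: 0% = DMSO only wells and the 100% control is not disclosed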
COUP-TFII inh = NR2F2 (human) inhibition, primary screen; inhibition, % at 8.6 µM; P24468; HEK293T NGFI-A luciferase reporter, luminescence; AID 686940; 370,000 tested, 0.7% active;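 active = inhibition above a per-plate cutoff, mean inhibition of test wells between control levels plus 3 SD, cut at about 38% in these data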;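 also: cells cotransfected with COUP-TFII expression vector driving the NGFI-A reporter; 0% = median of COUP-TF2 test wells and 100% = reporter-only cells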
MC4R ag barr = agonists of human melanocortin 4 receptor (MC4R) beta-arrestin; 360,000 tested, 0.98% active; U2OS MC4R beta-arrestin complementation, luminescence; percent of melanotan II response, DMSO zero; P32245; activation, % at 8.9 µM;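 active = activation above a per-plate cutoff, the mean activation of sample wells on that plate plus 3 SD, cut at about 8% in these data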
LMP1 NFkB inh = inhibitors of Epstein-Barr LMP1-induced NF-kappaB reporter | 350,000 tested, 0.69% active | inhibition, % at 12.5 µM | LMP1-induced NF-kappaB luciferase reporter cells, luminescence; in the data active = inhibition above about 41%;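 also: 0% = neutral control wells and 100% = reference inhibitor control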
SRC1 inh = inhibitors of human steroid receptor coactivator 1 (SRC1); 360,000 tested, 0.12% active; HEK293 GAL4-SRC1 luciferase reporter, luminescence; AID 588354; inhibition, % at 3.6 µM; Q15788;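 active = inhibition above the campaign mean plus 3 SD, with each screening campaign given its own cutoff, cut at about 60% in these data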;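 also: 0% = DMSO treated cells and 100% = gossypol at 36 µM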
SRC3 inh = inhibits human SRC3 coactivator | Q9Y6Q9 | AID 588352 | inhibition, % at 3.6 µM | 360,000 tested, 0.17% active | HEK293 GAL4-SRC3 luciferase reporter, luminescence;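 active = inhibition above a per-campaign cutoff, the mean of all compounds plus 3 SD, cut at about 60% in these data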;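 also: 0% = DMSO-treated cells and 100% = gossypol-treated cells at 36 µM; higher means less SRC3-driven luciferase light from the GAL4 reporter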
* marks the source's active call; other numbers are inactive results; . = not tested or not shown. Some of the compounds tested. The share of hits here may be higher or lower than overall.

SMILES	TLR9-MyD88 block	NR5A2 inv ag	NOD2-RIPK2 inh	MC4R antagonist	SRC2 inh	ABHD5 PLIN5 PPI	COUP-TFII inh	MC4R ag barr	LMP1 NFkB inh	SRC1 inh	SRC3 inh
NC(=S)NNC(=O)c1ccccc1	-7	-27	-5	0	-1	1	-10	-0.9	1	-17	-18
CCOC(=O)N1CCN(C2CCCN(C(=O)c3ccccc3SC)C2)CC1 (stereo not given)	-26	4	-16	7	-11	1	14	-2.3	0	-1	2
O=C(CSc1nnc(-c2cccs2)n1Cc1ccco1)c1ccc2c(c1)OCO2	2	17	7	-1	-2	8	-6	-3.1	-5	1	11
N#Cc1c(NC(=O)CCn2cnc3ccccc3c2=O)oc(-c2ccccc2)c1-c1ccccc1	-1	15	-5	8	20	-1	8	-1.8	9	2	20
O=C(O)C1Nc2c(O)cccc2C2C=CCC12 (stereo not given)	0	5	-4	4	-6	17	-11	-2.3	2	-22	11
Cc1cccc(C)c1NC(=S)N(Cc1ccco1)C1CCN(C(C)C)CC1	-1	-13	-1	0	0	-12	2	-3.4	0	0	-1
COC(=O)c1ccc2c(C)c(C3(O)CCCCC3)[nH]c2c1	-1	-47	-1	4	-60	-2	-39	0.6	-11	-89	-73
O=C(NCCSc1ccccc1)c1ccco1	8	-89	3	12	-24	2	-13	0.6	-29	-47	-32
COc1cc(C(=O)N(Cc2ccccn2)CC2CCCO2)cc(OC)c1OC (stereo not given)	-9	-2	-3	19	2	-3	-8	0.7	2	-5	2
Cc1ccc2c(Cl)c(Cc3ccccc3)c(=S)[nH]c2n1	4	19	5	1	-4	-1	-12	-2.7	-7	-48	-24
CC12CCC(C(=O)NCC3CCCO3)(OC1=O)C2(C)C (stereo not given)	-8	0	-10	-4	0	14	-7	-0.8	-5	4	10
CC1CCCCC1NC(=O)CSc1nnc(N)s1 (stereo not given)	2	-14	-8	-1	-5	-5	-17	-1.6	-11	0	-10
Cc1c(NC(=O)Nc2ccc(Cl)c(Cl)c2)sc(=S)n1C	-9	7	5	-1	-13	-13	7	0.0	12	-5	-7
O=C(O)c1ccccc1NC(=S)NC(=O)c1sc2ccccc2c1Cl	-8	5	0	3	-17	-11	2	-2.9	-3	-12	-10
O=C(NCCN1CCN(c2ccccc2F)CC1)C1CC(=O)N(C2CCCC2)C1 (stereo not given)	3	-4	6	8	2	6	11	1.3	-5	3	10
CCOc1ccc(NC(=O)N(CCCN2CCOCC2)Cc2cccnc2)cc1	2	-18	-4	-2	4	0	3	-2.1	-7	-2	-7
Cc1cc(C)cc(NC(=O)CSc2nc3nc(C)cc(C)c3c(=O)[nH]2)c1	5	7	-3	8	4	-11	16	-0.7	0	-7	7
CC1(C(=O)NCc2ccc(C(F)(F)F)cc2)CCN1C1Cc2ccccc2C1 (stereo not given)	.	-92	2	7	2	2	18	-0.1	.	-8	10
COc1ccc(OCc2cc(C(=O)NCc3cccc(C)n3)no2)c(Cl)c1	-1	-57	3	-3	-56	3	1	-3.1	-13	-45	-46
CCCc1cc(=O)[nH]c2nnc(SCC(=O)Nc3cc(C)on3)n12	-13	19	-6	-8	-10	4	-4	-2.6	4	-7	-7
Cc1c(NC(=S)NC(=O)c2ccc(Cl)cc2)c(=O)n(-c2ccccc2)n1C	-8	46	-1	10	4	-11	-8	-0.1	-7	-20	11
Cc1cc(N2CCCCC2)nc(SCc2ccc(C#N)cc2)n1	-6	17	0	-1	-18	-1	7	-1.1	2	10	16
CCOc1ccc(OCCCC(=O)NCCc2ccc(OC)cc2)cc1	0	22	5	1	12	10	9	-2.0	6	9	-10
COc1ccccc1C(=O)NNC(=O)c1ccc(NC(=O)C(C)C)cc1	1	13	4	-1	-6	1	3	-1.4	-1	-20	9
O=C(Nc1ccccc1)Nc1ncc(C(F)(F)F)cc1Cl	11	2	4	13	7	6	-6	4.6	-17	1	-4
SMILES	TLR9-MyD88 block	NR5A2 inv ag	NOD2-RIPK2 inh	MC4R antagonist	SRC2 inh	ABHD5 PLIN5 PPI	COUP-TFII inh	MC4R ag barr	LMP1 NFkB inh	SRC1 inh	SRC3 inh
CCCC(=O)Nc1cc2c(cc1C(=O)c1ccccc1)OCCO2	0	41	-10	5	-9	2	12	-0.4	-10	1	12
CN1CCN(C(=O)CN(C2CCCCC2)S(=O)(=O)c2ccccc2)CC1	3	14	6	-7	22	-1	5	-0.4	1	21	-2
C=CCn1c(=O)c2c(nc(-c3ccc(S(=O)(=O)O)cc3)n2C)n(C)c1=O	3	0	-9	-9	9	3	20	-1.2	-9	-5	-21
CCOc1ccccc1-c1nc(-c2ccc(NC(=O)Cc3ccc(OC)cc3)cc2)no1	-6	14	-5	-13	-24	-11	-6	21*	6	0	-5
CN(Cc1cnccn1)C(=O)CC1C(=O)NCCN1Cc1cccc(F)c1 (stereo not given)	4	-9	-9	3	1	-4	-11	-1.9	-11	-16	-5
C=CCN(C(=O)c1csnn1)C(C(=O)NC1CCCC1)c1cccs1 (stereo not given)	3	7	3	1	15	4	12	-0.9	-5	-6	8
CCOC(=O)c1ccc(NC(=O)CC2COc3ccccc3O2)cc1 (stereo not given)	-3	1	6	0	-2	-11	3	0.1	1	3	-10
Cc1ccc(-c2ccc(SCC(=O)N3CCN(c4ccccc4)CC3)nn2)cc1	-3	0	3	5	-16	2	-13	-0.2	3	-12	2
Cc1ccc(S(=O)(=O)N(C)c2ccc3ccccc3c2)cc1	-3	1	9	16	18	-5	16	-4.7	1	9	14
O=C(NNS(=O)(=O)c1ccccc1)c1cccnc1	-4	7	4	11	5	0	17	1.6	-4	-6	3
CC(=O)OCCCCON1C(=O)c2ccccc2C1=O	1	-38	-9	3	-23	-3	-1	-0.1	-1	-1	9
Cc1ccc(NCC(O)C(O)C(O)CO)cc1C (stereo not given)	-5	4	-5	21	10	-3	6	-2.5	-5	-130	4
C=CC(=O)Nc1ccc(Nc2nc(NC3CCC(N(C)C)CC3)nc3c2ncn3C(C)C)cc1 (stereo not given)	-1	97*	-2	-3	.	-4	.	-0.4	79*	86*	84*
O=[N+]([O-])c1cccc(CNCc2ccccc2)c1	-7	3	-12	1	11	2	-9	-1.7	-9	-6	5
O=C(CSc1ccc([N+](=O)[O-])cn1)Nc1ccc2c(c1)OCO2	4	-6	0	3	9	0	-25	-1.2	-11	-19	3
CC1CCN(S(=O)(=O)c2ccc(Oc3ccc([N+](=O)[O-])cc3)cc2)CC1	-13	-6	2	3	-2	4	-11	-1.7	-8	11	17
Cc1ccc(C)c(S(=O)(=O)N2CCN(C(=O)c3ccc(-n4cncn4)c([N+](=O)[O-])c3)CC2)c1	5	-13	-4	2	-15	2	21	0.6	12	-2	-13
O=C(Nc1ccc(C2CC2(Cl)Cl)cc1)c1ccccc1Br (stereo not given)	-14	-28	7	10	-21	0	-30	-0.9	-11	-27	-18
CCNc1nc(NCC)n2c(SCC(=O)Nc3ccccc3F)nnc2n1	5	-8	-6	10	2	-7	2	-3.1	-5	-25	-9
COc1ccc(NC(=O)CCSc2ccc(C)cc2)cc1S(=O)(=O)Nc1ccccc1Cl	12	-2	-1	4	22	3	-1	-0.1	-10	-17	10
O=c1c(Cc2ccccc2)c(O)ccn1CCc1cnc[nH]1	-2	5	-5	-7	-16	4	17	0.1	10	8	16
O=C(NNC1CC(=O)N(c2ccc(Br)cc2)C1=O)c1cccs1 (stereo not given)	-3	-14	6	7	-10	8	-31	1.8	-3	-7	-10
COc1ccccc1C1NC(=O)CCC1[N+](=O)[O-] (stereo not given)	-12	-4	5	8	-6	3	4	-0.5	.	-2	5
CC(C)(C)c1csc(NC(=O)Cn2c(=O)oc3ccccc32)n1	-7	-1	-1	14	-10	-10	3	2.5	-2	-13	16
CCOC(=O)c1ccccc1NC(=O)C1CCN(c2ncnc3sc(C)c(C)c23)CC1	-6	-8	-14	3	.	6	.	1.2	19	2	4
O=C(CCC(=O)N1CCN(c2ccc(F)cc2)CC1)N1CCN(c2ccc(F)cc2)CC1	-6	-12	0	0	21	2	20	0.2	13	-14	-6
CCN(CC(=O)NCc1cccs1)C(=O)c1ccc(Cl)c(Cl)c1	-11	-31	-7	8	-1	6	-4	-3.5	-1	2	2
Cc1cc(=O)[nH]c(/N=C(\N)Nc2ccc(Oc3ccccc3)cc2)n1	-7	0	-8	14	-4	-4	-6	-1.0	-2	5	-5

Screens as filed in PubChem.
